Source: PubChem BioAssay
Bfl-1 inhibitors: Bfl-1 inhibitors, primary screen, biochemical, fluorescence polarization, FITC-Bid, mouse (AID 432); FITC-Bid BH3 peptide fluorescence polarization displacement; higher % means a stronger effect; displacement, % at 20 µM; hits with a dose series show IC50 in µM; actives 0.02% (n = 64,000); in the data active = a potency from the dose series; inactive = the rest, 99 in 100 with displacement below about 15%; also: strong numbers were not always called active
HPDE-C7K KRASV12: cytotoxicity in KRAS-transformed pancreatic duct cells, primary screen, cell-based, fluorescence, HTS (AID 431); HPDE-C7K KRASV12 cells, Alamar Blue viability, 48 h; higher % means a stronger effect; cytotoxicity, % at 10 µM, or EC50 in µM where a hit was titrated; actives 1.7% (n = 63,000);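 active = compounds whose percent cytotoxicity in the single-dose primary screen, scaled between solvent and toxic-drug controls, exceeds 50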;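 also: 0% = DMSO solvent wells and 100% = doxorubicin-treated wells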
HT1080 cytotoxicity: cytotoxicity in HT1080 fibrosarcoma cells, cell-based, fluorescence readout (AID 620) | actives 0.42% (n = 87,000) | one-dose cytotoxicity, % at 10 µM; EC50 in µM for titrated hits | HT1080 viability, fluorescence; higher % means a stronger effect;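 also: cells exposed to compound overnight then 4 h with Alamar Blue; 0% = vehicle DMSO and 100% = killing control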
PMK inhibit: blocks S. pneumoniae phosphomevalonate kinase. purified PMK, PK/LDH-coupled NADH absorbance 340 nm. inhibition, % at 10 µM. actives 0.49% (n = 65,000);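 active = top-ranked compounds by inhibition in the single 10 µM screen, taking a fixed number of the strongest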;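 also: 0% = full reaction with DMSO carrier and 100% = background rate without enzyme reaction; no value below 0 was filed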
HPDE-C7 viability: cytotoxicity in HPDE-C7 cells, cell-based, fluorescence, HTS (AID 430). HPDE-C7 pancreatic duct cells viability, fluorescence; higher % means a stronger effect. one-dose cytotoxicity, % at 10 µM; EC50 in µM for titrated hits. actives 1.8% (n = 63,000);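 also: cells exposed to compound for 48 hours before viability readout; 0% = vehicle and 100% = reference cytotoxic drug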
LYP inhibition: inhibition of human PTPN22 tyrosine phosphatase – biochemical, DiFMUP fluorescence, recombinant catalytic domain, 10 µM, primary screen (AID 606); recombinant LYP catalytic domain, DiFMUP fluorescence; higher % means a stronger effect; inhibition, % at 10 µM, or IC50 in µM where a hit was titrated; 52,000 tested, under 10 active;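 active = IC50 under 40 µM in the dose-response test; inactive = IC50 of 40 µM or more, or never dose-tested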
Alkaline phosphatase: human TNAP enzyme inhibitors, biochemical, luminescent (AID 518); inhibition, % at 20 µM; hits with a dose series show IC50 in µM; purified TNAP enzyme, luminescent substrate readout; higher % means a stronger effect; actives 0.09% (n = 64,000); in the data active = a potency from the dose series; inactive = the rest, 99 in 100 with inhibition below about 22%;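 also: plate controls were vehicle for no effect and reference inhibitor for full effect; many of its hits are not listed in these tables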
Spn DPM-DC inh: inhibitors of Streptococcus pneumoniae diphosphomevalonate decarboxylase | calls only at 10 µM | purified DPM-DC, PK/LDH coupled NADH fluorescence | AID 556 | actives 0.49% (n = 65,000);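 active = the 320 compounds with the highest percent inhibition in the single-dose primary screen, excluding strongly autofluorescent ones, cut at about 32% in these data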;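 also: kinetic rate of NADH fluorescence loss reporting ADP formed by the decarboxylase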
Spn MK inh: inhibitors of Streptococcus pneumoniae mevalonate kinase; AID 555; inhibition, % at 10 µM; actives 0.48% (n = 65,000); purified MK, PK/LDH-coupled NADH absorbance 340 nm;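 active = ranked among the strongest by inhibition in the single 10 µM screen, a fixed top-ranked set picked for dose follow-up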; also: no value below 0 was filed
PMK inhibit pilot replicates: further read-out of PMK inhibit, marked with its call; inhibition, %; measured here: pilot screen replicates
Spn MK inh pilot replicates: further read-out of Spn MK inh, marked with its call; inhibition, %; measured here: pilot screen replicates
Spn DPM-DC inh pilot screen %: further read-out of Spn DPM-DC inh, marked with its call; inhibition, %; measured here: pilot screen trials
Active calls of the source: *; i = inactive; / = not tested or not shown; + = active, no number. Rule as the data show it, unless noted: active = cytotoxicity above about 50%; inactive = the rest. The order is random; about 3.4% have a hit in one of these screens.

SMILES	Bfl-1 inhibitors	HPDE-C7K KRASV12	HT1080 cytotoxicity	PMK inhibit	HPDE-C7 viability	LYP inhibition	Alkaline phosphatase	Spn DPM-DC inh	Spn MK inh	others
CCC(C)NC(=O)c1ccccc1NS(=O)(=O)c1ccc(OC)c(OC)c1 (stereo not drawn)	0%	7%	1%	10	7%	9%	5%	i	7
CCOC(=O)N1CCN(C(=O)CN(c2ccc(C)c(C)c2)S(=O)(=O)c2ccccc2)CC1	-3%	8%	2%	0	8%	-2%	2%	i	11
COc1ccc2c(c1OC)C(=O)N1c3ccccc3C(=O)N(c3ccccc3)C21 (stereo not drawn)	4%	39%	32%	0	42%	4%	9%	i	12
Cc1ccc(C)c(C(=O)N(Cc2nc(-c3ccc(Cl)cc3)no2)C(C)C)c1	0%	3%	-13%	11	-8%	0%	6%	i	7
CCOc1ccccc1NC(=O)CC1Nc2ccccc2NC1=O (stereo not drawn)	/	/	-4%	9	/	4%	/	i	11
N#CC1(c2c(O)nc3n(c2=O)CCCS3)CCCCC1	0%	/	10%	16	/	/	0%	i	4
CC(C)(C)C(=O)Cn1c(=O)n(CC2CCCO2)c(=O)c2ccccc21 (stereo not drawn)	-4%	-10%	6%	16	-13%	-4%	11%	i	3
CN(C)Cc1c(O)ccc2[nH]cnc12	14%	8%	0%	12	4%	0%	8%	i	11
CC(C)(C)NC(=O)C(c1ccccc1)N(C(=O)c1csnn1)C1CC1 (stereo not drawn)	-1%	-2%	7%	3	7%	-5%	8%	i	12
Cc1c(C#N)c2ccccc2n1CC(=O)NCCc1c[nH]c2ccccc12	2%	-4%	6%	4	-6%	15%	12%	i	5

Three entries picked at random from those above, as already listed:
SMILES	Bfl-1 inhibitors	HPDE-C7K KRASV12	HT1080 cytotoxicity	PMK inhibit	HPDE-C7 viability	LYP inhibition	Alkaline phosphatase	Spn DPM-DC inh	Spn MK inh	others
CCOC(=O)N1CCN(C(=O)CN(c2ccc(C)c(C)c2)S(=O)(=O)c2ccccc2)CC1	-3%	8%	2%	0	8%	-2%	2%	i	11
Cc1ccc(C)c(C(=O)N(Cc2nc(-c3ccc(Cl)cc3)no2)C(C)C)c1	0%	3%	-13%	11	-8%	0%	6%	i	7
CCOc1ccccc1NC(=O)CC1Nc2ccccc2NC1=O (stereo not drawn)	/	/	-4%	9	/	4%	/	i	11

Going on with the list.
SMILES	Bfl-1 inhibitors	HPDE-C7K KRASV12	HT1080 cytotoxicity	PMK inhibit	HPDE-C7 viability	LYP inhibition	Alkaline phosphatase	Spn DPM-DC inh	Spn MK inh	others
COc1ccc(S(=O)(=O)Nc2ccc(S(=O)(=O)N3CCCCC3)cc2)cc1OC	3%	4%	-7%	2	-13%	7%	15%	i	0	PMK inhibit pilot replicates=3.5;Spn MK inh pilot replicates=5.0;Spn DPM-DC inh pilot screen %=1.0
Cc1ccc2oc(Nc3nc(C)cc(C)n3)nc2c1	-4%	2%	-2%	6	-4%	8%	-12%	i	4
Cn1cc(Cl)nc1C(O)c1ccccc1 (stereo not drawn)	-2%	13%	-2%	12	27%	-2%	6%	i	0
O=C(Cc1ccccc1)Nc1cccc(N2CCCC2)c1	-2%	2%	-1%	3	5%	-4%	16%	i	0
Cc1nn(C)c(C)c1CN(C)C(=O)c1cc2n(n1)C(C(F)(F)F)CC(c1cccs1)N2 (stereo not drawn)	6%	7%	-2%	13	3%	13%	7%	i	5
Cc1cc(NS(=O)(=O)c2ccc(NC(=O)COc3ccccc3Cl)cc2)no1	-1%	4%	-7%	4	-2%	10%	6%	i	0
Cn1c(=O)c2c(nc(NCCCO)n2CCc2ccccc2)n(C)c1=O	-4%	-8%	2%	1	6%	8%	11%	i	4	PMK inhibit pilot replicates=0.0;Spn MK inh pilot replicates=0.5;Spn DPM-DC inh pilot screen %=0.0
Cc1ccccc1N(Cc1nnc2n1CCCCC2)C(=O)Nc1ccccc1	-4%	2%	-1%	13	-12%	/	5%	i	0
CSc1nnc(-c2ccco2)c(-c2ccco2)n1	18%	/	3%	8	/	2%	20%	i	12
CSc1nnc(-c2ccc(S(=O)(=O)N3CCOCC3)cc2)n1CC1CCCO1 (stereo not drawn)	-10%	2%	0%	11	7%	/	12%	i	4
CCOC(=O)c1c(C)n(C)c2ccc(OCC(O)CNC(CC)CO)cc12 (stereo not drawn)	1%	4%	7%	15	7%	/	0%	i	0
Cc1[nH]nc(N=Cc2c(O)n(C)c(=O)n(C)c2=O)c1-c1ccccc1	-11%	-33%	-9%	6	-17%	/	9%	i	9
CCOC(=O)c1[nH]c(C)c(C(=O)N(C)C)c1C	0%	0%	9%	11	-13%	14%	10%	i	0	PMK inhibit pilot replicates=0.5;Spn MK inh pilot replicates=0.5;Spn DPM-DC inh pilot screen %=0.0
COc1ccc(NC(=O)Nc2c(C)n(C)n(-c3ccccc3)c2=O)cc1	-2%	6%	-4%	9	7%	-3%	9%	i	9
COC(=O)c1c(C)cc(C)n2c1nc1ccccc12	2%	-10%	8%	20	-4%	-6%	12%	/	12
O=C1C=C(NCC2CCCO2)C2(CCCCC2)O1 (stereo not drawn)	4%	1%	/	12	-3%	/	8%	i	0
CCN(CC)c1ncc(C)c(=O)[nH]1	-5%	0%	11%	4	-10%	-1%	6%	i	13	PMK inhibit pilot replicates=5.0;Spn MK inh pilot replicates=0.0;Spn DPM-DC inh pilot screen %=0.5
CCOC(=O)c1c(C)n(C)c2ccc(OCC(O)CN(CC)CC)cc12 (stereo not drawn)	0%	-1%	-2%	0	4%	6%	4%	i	2
CCOc1ccc(C2/C(=C(\O)c3c(C)[nH]c(C(=O)OC)c3C)C(=O)C(=O)N2CCN(C)C)cc1 (stereo not drawn)	-6%	-6%	-9%	11	-3%	9%	4%	i	11
O=C(Nc1ccccc1)N1CCC(C(=O)N(Cc2ccco2)Cc2cccs2)CC1	-9%	/	18%	15	/	/	2%	i	0
Cc1nnc(NC(=O)c2ccc(-c3cccc(C(F)(F)F)c3)o2)s1	-2%	-4%	1%	8	-13%	10%	6%	i	4
Cn1cccc1C(=O)NC(=O)COC(=O)c1ccccc1O	-4%	0%	-5%	4	-8%	8%	6%	i	0
Cc1cc(N2C(=O)C(=O)/C(=C(/O)c3ccc(F)cc3)C2c2ccc(Cl)cc2)no1 (stereo not drawn)	-6%	38%	6%	0	35%	2%	2%	i	5
Cc1ccc2nsnc2c1S(=O)(=O)N1CCN(CCc2ccccc2)CC1	1%	5%	-2%	1	1%	-16%	7%	i	4
CC(=O)Nc1ccc(S(=O)(=O)NCc2ccc(C(=O)NCc3ccc4c(c3)OCO4)cc2)cc1	-5%	-2%	4%	11	-10%	-4%	12%	i	5
O=C(CSc1nccn1-c1ccc(F)cc1)NCc1ccc2c(c1)OCO2	-4%	-10%	-7%	13	-9%	5%	5%	i	0
CSc1ccc(S(=O)(=O)Nc2cccc(F)c2)cc1	7%	-2%	-5%	1	-9%	/	12%	i	14	PMK inhibit pilot replicates=6.0;Spn MK inh pilot replicates=0.0;Spn DPM-DC inh pilot screen %=1.5
O=C(O)C1CCC(=O)N1C1c2ccccc2Oc2ccccc21 (stereo not drawn)	-5%	2%	-3%	5	-6%	2%	6%	i	10
CN(Cc1nc(-c2ccncc2)no1)S(=O)(=O)c1ccccc1	-5%	-16%	0%	8	-21%	-2%	8%	i	7	PMK inhibit pilot replicates=2.0;Spn MK inh pilot replicates=0.0;Spn DPM-DC inh pilot screen %=3.5
Cc1ccc(SCc2c(C#N)c3ccccc3n2C)cc1	4%	26%	-9%	0	22%	/	20%	i	0
O=C(OCC(=O)N1CCN(c2ccccc2)CC1)c1ccco1	-3%	7%	-2%	17	-2%	/	7%	i	0
O=C(Nc1ccccc1)N1CCN2C(=O)c3ccccc3C12c1ccccc1 (stereo not drawn)	1%	-3%	-5%	10	2%	/	8%	i	8
Nc1cc(=O)nc(SCC(=O)NC2CCCCC2)n1-c1ccccc1	-9%	-9%	8%	12	1%	/	12%	i	0
COc1ccc(NS(=O)(=O)c2ccc(Br)s2)cc1OC	2%	-11%	/	8	-6%	-10%	-2%	i	4
Cc1ccc(S(=O)(=O)Nc2ccccc2C(N)=O)cc1	-4%	24%	6%	6	14%	5%	6%	/	0
COC(=O)c1ccccc1NC(=O)CN(Cc1ccccc1)S(C)(=O)=O	-4%	-6%	1%	6	1%	3%	8%	i	4
Nc1nnc(-c2cccc(Cl)c2Cl)c(N)n1	-2%	3%	-7%	4	-6%	12%	9%	i	3	PMK inhibit pilot replicates=6.5;Spn MK inh pilot replicates=8.0;Spn DPM-DC inh pilot screen %=7.0
CCOC(=O)c1cc(C)sc1NC(=O)C1CCC1	-5%	-4%	-13%	0	-29%	10%	14%	i	0
COc1cc(S(=O)(=O)Nc2ccccc2C)ccc1Cl	-4%	11%	2%	8	7%	17%	7%	i	1
O=C(c1cccs1)N(Cc1ccccn1)Cc1ccco1	-3%	-1%	1%	10	-8%	/	6%	i	6
Cc1ccc2cc3c(NC(=O)c4ccco4)nn(C)c3nc2c1	-1%	/	38%	6	/	/	-2%	+	9
C=CCOC(=O)C(C#N)c1nc2ccccc2nc1N1CCN(Cc2ccc3c(c2)OCO3)CC1 (stereo not drawn)	2%	5%	-7%	12	2%	1%	17%	i	7
CCCOC(=O)CN1C(=O)c2ccc(C(=O)OCCC)cc2C1=O	-1%	-4%	/	17	-4%	-26%	9%	i	4
O=C(Nc1ccccc1C(=O)NCCN1CCOCC1)c1ccco1	-7%	-2%	-2%	7	3%	8%	8%	i	0
COc1ccc(N(CC(=O)N2c3ccccc3CC2C)S(=O)(=O)c2c(C)noc2C)cc1 (stereo not drawn)	-2%	0%	-4%	5	-7%	-11%	5%	i	3	PMK inhibit pilot replicates=2.5;Spn MK inh pilot replicates=4.0;Spn DPM-DC inh pilot screen %=3.0
COC(=O)c1cn(CCOc2ccccc2)c2ccccc12	-1%	9%	-1%	17	12%	/	16%	i	0
CCS(=O)(=O)C(=C(Nc1ccc(OC)cc1)Nc1ccc(OC)cc1)S(=O)(=O)CC	3%	-15%	/	0	-22%	19%	7%	i	0
Cc1cc(NC(=O)c2noc3c2CCCC3)no1	-9%	-22%	-3%	5	-12%	10%	-1%	i	3
Cc1nn(-c2ccccc2)c(Cl)c1C(=O)Nc1nnc(C2CCCC2)s1	3%	29%	2%	14	-15%	14%	7%	i	0
COCc1c(C(=O)OCC(=O)c2c(N)n(CC(C)C)c(=O)n(C)c2=O)oc2ccccc12	-5%	2%	0%	8	0%	15%	5%	i	0
CCC(C)NC(=O)CN(c1ccc(OC)cc1)S(=O)(=O)c1ccc(NC(C)=O)cc1 (stereo not drawn)	1%	-11%	16%	12	-2%	-4%	9%	i	14
N#CC1=C(N)Oc2n[nH]c(-c3ccncc3)c2C1c1ccsc1 (stereo not drawn)	0%	15%	4%	10	0%	-6%	23%	i	12	PMK inhibit pilot replicates=4.5;Spn MK inh pilot replicates=5.0;Spn DPM-DC inh pilot screen %=0.5
